RTF Ca sens inh – cardiac RTF calcium sensitivity inhibitors, primary screen, biochemical, IANBD-TnC fluorescence, EC70 calcium | AID 493244, 2011 | inhibition, % at 7.15 µM | 0.12% of 340,000 active | Troponin I, cardiac muscle (Homo sapiens) + Troponin T, cardiac muscle (Homo sapiens) + … | IANBD-labeled cardiac RTF, Ca2+ fluorescence;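 active means inhibition above the mean inhibition of all tested compounds plus 3 SD, cut at about 17% in these data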;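 further: assay run at fixed EC70 calcium of 1.6 mM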
Keap1-Nrf2 PPI – Keap1-Nrf2 protein-protein interaction inhibitors, primary screen, biochemical, fluorescence polarization, single point | inhibition, % at 9.4 µM | Kelch-like ECH-associated protein 1 (Homo sapiens), Q14145 | Keap1 Kelch-Nrf2 peptide fluorescence polarization, 1536-well | 0.15% of 340,000 active; in the data active means inhibition above about 12%; inconclusive means no clear call, values can overlap the other calls; inactive means below about 7.3%;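 further: human Keap1 Kelch domain with fluorescein labeled Nrf2 9mer peptide probe; 0% = neutral control wells and 100% = peptide positive control; higher means more block of Keap1 binding to Nrf2 peptide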
Target sequence (Q14145 whole entry, looked up, the tested form may be a part): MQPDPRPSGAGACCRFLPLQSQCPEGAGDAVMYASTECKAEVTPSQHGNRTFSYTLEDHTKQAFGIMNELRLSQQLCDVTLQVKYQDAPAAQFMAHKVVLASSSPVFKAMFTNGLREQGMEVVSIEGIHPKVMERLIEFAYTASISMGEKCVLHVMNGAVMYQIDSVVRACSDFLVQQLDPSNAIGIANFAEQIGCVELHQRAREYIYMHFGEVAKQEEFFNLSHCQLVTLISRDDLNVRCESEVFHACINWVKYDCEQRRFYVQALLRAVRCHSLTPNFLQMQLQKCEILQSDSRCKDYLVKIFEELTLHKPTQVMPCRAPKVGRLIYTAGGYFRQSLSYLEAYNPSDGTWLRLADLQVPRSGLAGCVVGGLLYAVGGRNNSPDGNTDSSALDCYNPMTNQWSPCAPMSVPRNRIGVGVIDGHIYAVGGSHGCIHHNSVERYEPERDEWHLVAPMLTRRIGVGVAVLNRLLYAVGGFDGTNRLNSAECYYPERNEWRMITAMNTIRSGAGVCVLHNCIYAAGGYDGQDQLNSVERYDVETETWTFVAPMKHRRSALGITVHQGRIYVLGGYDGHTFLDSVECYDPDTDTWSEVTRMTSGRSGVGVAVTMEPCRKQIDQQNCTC
Mot1-301 SUMO – yeast Mot1-301 growth rescue at high temperature, primary screen, SUMOylation pathway inhibitor project, S. cerevisiae, ATP luminescence, 38.5C; S. cerevisiae Mot1-301 growth rescue; percent above DMSO median, 100 means doubled; growth rescue, % at 18.8 µM; 1% of 320,000 active; AID 2716, 2010;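 active means every valid replicate shows activation above 250% relative to neutral control wells; inactive means the rest, any valid replicate at or below 250%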;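 further: OY570 slx delta 5 strain wells were the positive control but not used for scaling; some compounds called inactive have numbers as strong as hits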
NSD2 inh – NSD2 histone methyltransferase inhibitors, primary screen, biochemical, AlphaScreen, single concentration, set 2 | Histone-lysine N-methyltransferase NSD2 (Homo sapiens), O96028 | NSD2 peptide methylation, 120 min | inhibition, % at 12.5 µM | 0.54% of 310,000 active | AID 743445, 2014; in the data active means inhibition above about 50%
CDK5 p35 inh – inhibitors of human CDK5/p35 kinase, primary screen, biochemical, single concentration; Cyclin-dependent kinase 5 (Homo sapiens) + Cyclin-dependent kinase 5 activator 1 (Homo …; Recombinant CDK5/p35, ADP-Glo luminescence, 60 min; inhibition, % at 10 µM; 0.01% of 330,000 active; AID 488839, 2010;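 active means highest replicate inhibition of at least 50% and at least 75% of replicates reaching 50%; inconclusive means only one of the two criteria met; inactive means both criteria failed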;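 further: plate controls were DMSO neutral control for no effect and GW8510 at 10 µM for full effect; many of its hits are not listed in these tables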
PfHsp90 set2 – growth inhibition of PfHsp90-expressing yeast, primary screen, antimalarial PfHsp90 inhibitor project, S. cerevisiae, BacTiter-Glo luminescence, single point, set 2 | 0.32% of 310,000 active | BacTiter-Glo ATP, 48 h; yeast lacking PDR1 and PDR3 efflux regulators | inhibition, % at 9.4 µM | AID 504621, 2011;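 active means every replicate shows inhibition above about 80%, whatever the replicate mean, limit read from the data; inconclusive means mean inhibition reaches the set limit but some replicate falls short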;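 further: 0% = DMSO neutral controls and 100% = 20 µM radicicol positive controls; yeast relying on Plasmodium falciparum Hsp90 in place of its own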
C-LANA FP – inhibitors of KSHV C-LANA binding to DNA, primary screen, biochemical, fluorescence polarization, FAM-LBS DNA, MBP-C-LANA, single point; Kaposi's sarcoma herpesvirus LANA C-terminal domain (residues 932-1162) DNA binding; inhibition, % at 9 µM; 0.078% of 340,000 active; AID 504423, 2011;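 active means highest replicate inhibition at or above 60% at 9 µM, even if other replicates fall short; inactive means all replicates below 60% inhibition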;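 further: 0% = neutral control wells and 100% = 4 µM acridine orange control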
dFosB act – activators of delta FosB homodimer, primary screen, biochemical, fluorescence polarization, TAMRA-CDK5 oligo, single point | Protein FosB (Mus musculus), P13346 | purified delta FosB; percent of positive-control signal above neutral wells | activation, % at 25 µM | 0.99% of 340,000 active | AID 493131, 2011;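 active means mean activation above about 17%, with every replicate also reaching it, limit read from the data, passing the limit was not always enough; inconclusive means only one of the two conditions met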;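 further: fluorescence polarization rise as delta FosB binds a TAMRA Cdk5 AP-1 oligo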
Target sequence (P13346 whole entry, looked up): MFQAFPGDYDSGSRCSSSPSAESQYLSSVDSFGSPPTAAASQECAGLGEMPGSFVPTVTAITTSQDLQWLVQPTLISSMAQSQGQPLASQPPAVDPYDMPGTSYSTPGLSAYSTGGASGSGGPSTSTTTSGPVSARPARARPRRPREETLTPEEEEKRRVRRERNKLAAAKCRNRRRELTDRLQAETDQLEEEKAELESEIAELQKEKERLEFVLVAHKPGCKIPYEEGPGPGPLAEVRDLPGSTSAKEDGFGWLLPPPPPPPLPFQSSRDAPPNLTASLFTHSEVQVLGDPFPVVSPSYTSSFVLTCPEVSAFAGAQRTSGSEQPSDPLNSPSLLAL
PvdQ inh – P. aeruginosa PvdQ acylase inhibitors, primary screen, biochemical, fluorescence, plate reader and imaging, single point | PvdQ acylase [Pseudomonas aeruginosa LESB58] | purified PvdQ acylase | inhibition, % at 10 µM | 0.063% of 340,000 active | AID 488965, 2010; in the data active means inhibition above about 30%, passing the limit was not always enough; inconclusive means no clear call, values can overlap the other calls;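 further: 0% = vehicle neutral wells and 100% = reference inhibitor wells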
Rtt109 HAT inh – inhibitors of C. albicans Rtt109/Vps75 HAT, primary screen, biochemical, ThioGlo CoA-SH fluorescence, plate reader; inhibition, % at 34.9 µM; purified Rtt109/Vps75, 4 h; Histone acetyltransferase RTT109 (Candida albicans (strain SC5314 / ATCC MYA-2876)), …; 0.16% of 330,000 active;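 active means inhibition of at least 50% in every replicate; inconclusive means best replicate reaches 50% inhibition but some replicates fall short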
RTF Ca sens act – cardiac RTF calcium sensitivity activators, primary screen, biochemical, IANBD-TnC fluorescence, EC20 calcium | Troponin I, cardiac muscle (Homo sapiens) + Troponin T, cardiac muscle (Homo sapiens) + … | IANBD-labeled TnC RTF fluorescence at EC20 calcium; 0% EC20 calcium, 100% full calcium | activation, % at 7.2 µM | 0.24% of 340,000 active | AID 493008, 2010;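 active means activation above the mean over all tested compounds plus 3 SD, cut at about 30% in these data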;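 further: rise in fluorescence read as greater calcium sensitivity of cardiac thin filaments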
Active calls of the source: *; u = inconclusive; x = no result given.

SMILES	RTF Ca sens inh	Keap1-Nrf2 PPI	Mot1-301 SUMO	NSD2 inh	CDK5 p35 inh	PfHsp90 set2	C-LANA FP	dFosB act	PvdQ inh	Rtt109 HAT inh	RTF Ca sens act
Cc1ccc(NNC2CC(=O)N(c3cccc(Cl)c3)C2=O)cc1 (stereo not given)	8	-2	x	0	0.1	4	-0.1	6	1	-4	-2
COc1ccccc1N(CC(=O)NC1CCCC1)C(=O)CCCC(=O)Nc1ccccn1	-11	5	x	-3	0.1	9	-2.7	0	13	-6	-4
Cn1c(=O)nc2n(Cc3ccccc3)c3cccc(Cl)c3cc-2c1=O	-7	3	3	1	-0.5	-43	1.4	-2	-7	-6	-7
Cn1nc(C(=O)N2CCN(c3cccc(Cl)c3)CC2)c2c1-c1ccccc1S(=O)(=O)C2	-20	-4	-6	7	x	15	-0.5	0	-14	6	-3
CCCCNC(=S)N/N=C1\C(=O)c2cccc3cccc1c23	5	-3	-20	32	-0.6	x	-1.2	-3	-7	6	-2
Cc1c(NC2(C#N)CCCCC2)c(=O)n(-c2ccccc2)n1C	-2	-6	27	-1	0.2	10	-0.1	-8	8	8	5
CN(C)c1nc(NC(C)(C)C)nc(SCC(=O)Nc2ccccc2)n1	1	-1	1	0	-0.8	-26	-1.3	-14	-17	1	5
Cc1nc(Nc2cccc(Cl)c2)c2oc3ccccc3c2n1	1	5	-7	-4	-1.1	-9	2.8	-26	-1	-1	-3
Clc1ccc(-c2cc(COc3ccccc3)on2)cc1	-8	-6	3	-1	-0.7	-5	-0.1	0	8	6	2
COCCOC(=O)c1c(NC(=O)CN2CCCc3ccccc32)sc(C(N)=O)c1C	6	5	19	-1	-0.9	3	-0.6	-6	0	2	-4

Reprinted from above for reference:
SMILES	RTF Ca sens inh	Keap1-Nrf2 PPI	Mot1-301 SUMO	NSD2 inh	CDK5 p35 inh	PfHsp90 set2	C-LANA FP	dFosB act	PvdQ inh	Rtt109 HAT inh	RTF Ca sens act
Cc1ccc(NNC2CC(=O)N(c3cccc(Cl)c3)C2=O)cc1 (stereo not given)	8	-2	x	0	0.1	4	-0.1	6	1	-4	-2
COc1ccccc1N(CC(=O)NC1CCCC1)C(=O)CCCC(=O)Nc1ccccn1	-11	5	x	-3	0.1	9	-2.7	0	13	-6	-4
Cn1c(=O)nc2n(Cc3ccccc3)c3cccc(Cl)c3cc-2c1=O	-7	3	3	1	-0.5	-43	1.4	-2	-7	-6	-7

Further entries follow:
SMILES	RTF Ca sens inh	Keap1-Nrf2 PPI	Mot1-301 SUMO	NSD2 inh	CDK5 p35 inh	PfHsp90 set2	C-LANA FP	dFosB act	PvdQ inh	Rtt109 HAT inh	RTF Ca sens act
Cc1cccc(NC(=O)C2CCN(C(=O)N3CCOc4ccccc43)CC2)c1C	-8	4	4	x	-0.5	-1	-0.2	-6	-1	2	0
CC(C)NC(=O)C(=O)NCC(c1ccc2c(c1)OCO2)N1CCOCC1 (stereo not given)	-2	4	-12	2	0.2	-5	-0.9	-2	-6	2	8
Cc1cccc(N2CCN(C(=S)Nc3ccc4nc5n(c(=O)c4c3)CCCCC5)CC2)c1C	-2	-8	5	2	11	-9	1.0	-5	13	-4	-2
O=C1CC(c2ccccc2)n2nc(N3C(=O)CCC3=O)nc2N1 (stereo not given)	6	3	-1	-2	-1.6	3	-0.6	2	18	13	-5
O=C(COc1ccc(Br)cc1)Nc1ccc(N2CCOCC2)cc1N1CCOCC1	-8	-3	12	2	0.3	x	0.5	5	-3	-1	1
Cc1ccc(SCC(=O)Nc2ccc(S(=O)(=O)Nc3nccs3)cc2)cc1	0	-4	58	5	-1.0	-3	-0.6	-2	-3	14	-8
CCN1CC(CN(C)Cc2nc(COc3ccccc3)no2)CC1=O (stereo not given)	12	-5	-7	0	0.3	-11	-0.7	2	-21	11	2
NC(=O)c1cccc(S(=O)(=O)N2CCCCC2)c1	-2	-2	-4	3	-1.7	20	0.4	-4	14	-1	-1
COC(=O)COc1cccc2c(=O)n(CC(=O)NCc3ccc(F)cc3)ccc12	-1	-1	-14	x	1.5	15	-2.0	4	3	0	7
Cc1ccc(S(=O)(=O)N2CCN(Cc3ccccc3)CC2)cc1	4	-7	-7	30	0.0	14	-2.2	3	-4	-2	-2
Cc1noc(C)c1S(=O)(=O)Nc1ccc2c(c1)C(=O)N([C@H](C)CO)C[C@H](C)[C@@H](CN(C)S(=O)(=O)c1ccc(F)cc1)O2	-4	3	-2	x	0.7	-11	1.9	-2	4	16	6
COc1ccccc1NC(=O)c1cccnc1	7	2	-22	-5	1.4	9	-0.9	5	1	-3	-3
CN(C)S(=O)(=O)Oc1ccsc1C(=O)Nc1ccc(C(F)(F)F)cc1	2	2	163	-2	-0.3	-7	-0.4	-7	-14	5	-6
Cc1nn(C(C)C(=O)N2CCc3ccccc3C2)c(=O)c2cc3occc3n12 (stereo not given)	-6	-3	18	5	5.5	2	1.0	-3	5	0	1
Cn1nc(C(=O)NNC(=O)c2ccc(Cl)cc2)ccc1=O	-6	2	4	0	-1.9	x	0.9	-3	1	5	1
Cc1ccc(C(C(=O)NC2CCCCC2)N(Cc2ccccc2)C(=O)Cc2c[nH]c3ccccc23)o1 (stereo not given)	-6	-2	-10	-1	-1.2	-10	3.3	-24	-19	12	7
CC(C)N(CCc1ccncc1)C(=O)Nc1ccc(Cl)c(Cl)c1	-10	-2	26	x	-2.8	-17	0.3	-5	-14	-1	-2
Cc1cccc(C(=O)NC2CCN(S(=O)(=O)c3ccccc3F)CC2)c1	-7	1	16	-1	-1.0	-5	0.5	-3	-13	-8	2
Cc1nc(N2CCN(Cc3ccc(Cl)cc3)CC2)c2oc3ccccc3c2n1	2	-2	2	-1	-0.3	-25	-3.7	-8	0	0	0
COc1ccc(OC)c(NC(=O)c2ccc3c(c2)OCO3)c1	-7	-2	0	-3	1.0	12	2.6	11	-13	4	-1
CCN(CC(=O)Nc1ccc(OC)c(OC)c1)CC(=O)Nc1ccccc1C(F)(F)F	2	-7	-2	-2	-1.0	18	-1.5	2	-8	-4	2
Cc1cc2c(N=O)c(NO)ccc2[nH]1	-6	4	-7	8	3.6	3	-2.4	1	-14	-1	-3
COc1ccc([C@H]2CC(=O)C=C(c3ccc(Cl)c(F)c3)C2)cc1	8	0	29	x	0.9	-40	-5.0	3	20	2	-9
C=C[C@@H]1c2c(F)cccc2N(S(=O)(=O)c2ccc(C)cc2)[C@H](c2ccc(OC(C)=O)cc2)C1(C#N)C#N	-8	-2	-20	x	0.4	-18	0.0	9	-3	2	10
Cc1ccccc1C(=O)Nc1ccc(Br)c(C)n1	-12	0	17	-4	1.1	0	0.1	-11	12	-5	-1
CCCc1nnc(SCC(=O)N2CCCC(C)C2)n1CCOC (stereo not given)	1	2	203	-1	-3.4	9	1.9	-1	4	-5	6
COCC(C)NC(=O)CCS(=O)(=O)c1nc(-c2ccc(OC)cc2)cc(C(F)(F)F)n1 (stereo not given)	0	-2	3	0	-1.0	9	2.8	1	7	6	2
CCCCCOC(=O)C1C(c2ccccc2)C(C(=O)O)C1c1ccccc1 (stereo not given)	-7	-5	36	-7	1.3	-14	2.2	-5	-2	10	1
CCOC(=O)/C(C#N)=C/Nc1ccccc1NS(=O)(=O)c1cccc(C(C)=O)c1	-4	-3	-15	0	2.7	-21	1.2	-9	-9	-2	-3
O=C(NCc1ccc2c(c1)OCO2)c1cccc(S(=O)(=O)N2CCCCC2)c1	-2	-4	11	0	-2.7	-5	0.4	4	18	14	0
O=C(NCCNC(=O)c1ccccn1)c1ccc(Cl)cc1	-19	-7	-1	-1	-6.4	26	0.0	9	-14	0	2
Cc1ccc(N=C(NO)c2nonc2N)cc1	-7	-5	-3	-6	0.7	-8	0.2	-2	-5	14	-1
COc1cc(C(=O)N2CCN(c3cccc(C)c3C)CC2)cc(OC)c1OC	-3	1	10	x	0.7	-49	-0.8	-2	-13	13	6
COc1cc2c(c(OC)c1OC)C(=O)CO2	5	1	x	0	1.4	x	-0.7	-3	-7	-3	0
Cn1cccc1/C=C1\SC(=S)N(Nc2ccccc2)C1=O	-13	-12	8	6	-4.0	-33	-0.8	-7	-15	0	13
O=C(CCCN1C(=O)/C(=C/c2ccccc2)SC1=S)N1CCOCC1	-3	1	-20	13	2.4	5	-2.3	-10	9	u	3
CC(C)c1ccc(NC(=O)COC(=O)/C=C/c2cccc([N+](=O)[O-])c2)cc1	1	1	-14	-3	0.6	31	0.4	-4	-4	0	-2
CN(C(=O)c1ccc2c(c1)OCO2)C1(C(=O)NC2CCCCC2)CCCCC1	5	-2	121	23	0.4	-7	-0.7	-6	5	0	-4
COc1cc(Cl)c(NC2=CC(=O)C(=O)c3ccccc32)c(OC)c1	-7	-4	-12	2	-0.4	-40	0.9	-6	-13	-5	-4
O=C(Nc1ccnn1C1CCN(Cc2ccccc2)CC1)C1CCCC1	-2	0	4	4	2.5	-8	-1.6	-10	-7	-8	3

Retrieved by compound from above, 3 records:
SMILES	RTF Ca sens inh	Keap1-Nrf2 PPI	Mot1-301 SUMO	NSD2 inh	CDK5 p35 inh	PfHsp90 set2	C-LANA FP	dFosB act	PvdQ inh	Rtt109 HAT inh	RTF Ca sens act
O=C(NCCNC(=O)c1ccccn1)c1ccc(Cl)cc1	-19	-7	-1	-1	-6.4	26	0.0	9	-14	0	2
Cc1ccc(S(=O)(=O)N2CCN(Cc3ccccc3)CC2)cc1	4	-7	-7	30	0.0	14	-2.2	3	-4	-2	-2
CN(C(=O)c1ccc2c(c1)OCO2)C1(C(=O)NC2CCCCC2)CCCCC1	5	-2	121	23	0.4	-7	-0.7	-6	5	0	-4
